# Screens deposited in PubChem BioAssay by National Center for Advancing Translational Sciences (NCATS).
# FUS yeast rescue: suppressors of FUS proteinopathy in yeast; S. cerevisiae FUS-expressing, growth rescue, OD600, 24 h; Potency, µM (series often up to 76.6 µM), inactives show at the highest dose growth rescue (activation), usual class: activators; 390,000 tested, 0.24% active;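 also: potency is read from the fitted curve at half-maximal effect; plate controls were DMSO vehicle for no effect and reference control for full effect; nearly all actives have a fitted effect of over 55% in size; some results filed as inactive show a strong effect at the top dose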
#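 Quantitative HTS measuring growth restoration of FUS-toxic yeast. Galactose-induced cells (OD 0.005) were exposed 24hr at 30C to compounds at several concentrations, then absorbance at 600 nm was recorded.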
# PI5P4K alpha inh: blocks human PI5P4K alpha kinase activity; P48426; PI5P4Kalpha enzyme, ADP-Glo luminescence, 60 min; hits give low values; max response, %; 330,000 tested, 1.2% active; AID 652105; active = max response of -50% or lower; inconclusive = between -30% and -50%; inactive = -30% or higher; also: value at the top dose of about 77 µM; % is scaled to controls: 0 for no effect and ±100 for the full control effect
#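 Single end-point luminescence (ADP-Glo) quantified ADP from PI5P4Kalpha turnover; ATP 5 microM final, 1 h at RT, 0.1% CHAPS and 0.28 mM EGTA in HEPES pH 7.4.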
# PLK1 PBD block: PLK1 (human) polo-box domain binding inhibition. Potency, µM, inactives show max response, negative = inhibition, most hits filed as inhibitors. 360,000 tested, 2.8% active. Plk1 PBD binding of FITC phosphopeptide, fluorescence polarization. P53350; also: potency is read from the fitted curve at half-maximal effect; series mostly up to about 57 µM; % is scaled to controls: 0 for no effect and ±100 for the full control effect; nearly all actives have a fitted effect of over 65% in size
# EPAC1 antag: EPAC1 (human) antagonism. O95398. Potency, µM (doses to about 115 µM), inactives show at the highest dose activity change, negative = inhibition, hits mostly inhibitors. EPAC1 GEF assay, Rap1b-BODIPY-GDP exchange fluorescence. 360,000 tested, 0.14% active;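 also: potency is read from the fitted curve at half-maximal effect; plate controls were vehicle for no effect and positive control for full effect; nearly all actives have a fitted effect of over 50% in size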
# WRN inhibitor: blocks human WRN helicase; Q14191; WRN helicase unwinding, fluorescent forked duplex, kinetic; Potency, µM (doses to about 114 µM), inactives show top-dose activity change, negative = inhibition, actives largely listed as inhibitors; 360,000 tested, 0.46% active; AID 651768; also: potency is read from the fitted curve at half-maximal effect; % is scaled to controls: 0 for no effect and ±100 for the full control effect; nearly all actives have a fitted effect of over 55% in size
# Target sequence (Q14191 whole entry, looked up): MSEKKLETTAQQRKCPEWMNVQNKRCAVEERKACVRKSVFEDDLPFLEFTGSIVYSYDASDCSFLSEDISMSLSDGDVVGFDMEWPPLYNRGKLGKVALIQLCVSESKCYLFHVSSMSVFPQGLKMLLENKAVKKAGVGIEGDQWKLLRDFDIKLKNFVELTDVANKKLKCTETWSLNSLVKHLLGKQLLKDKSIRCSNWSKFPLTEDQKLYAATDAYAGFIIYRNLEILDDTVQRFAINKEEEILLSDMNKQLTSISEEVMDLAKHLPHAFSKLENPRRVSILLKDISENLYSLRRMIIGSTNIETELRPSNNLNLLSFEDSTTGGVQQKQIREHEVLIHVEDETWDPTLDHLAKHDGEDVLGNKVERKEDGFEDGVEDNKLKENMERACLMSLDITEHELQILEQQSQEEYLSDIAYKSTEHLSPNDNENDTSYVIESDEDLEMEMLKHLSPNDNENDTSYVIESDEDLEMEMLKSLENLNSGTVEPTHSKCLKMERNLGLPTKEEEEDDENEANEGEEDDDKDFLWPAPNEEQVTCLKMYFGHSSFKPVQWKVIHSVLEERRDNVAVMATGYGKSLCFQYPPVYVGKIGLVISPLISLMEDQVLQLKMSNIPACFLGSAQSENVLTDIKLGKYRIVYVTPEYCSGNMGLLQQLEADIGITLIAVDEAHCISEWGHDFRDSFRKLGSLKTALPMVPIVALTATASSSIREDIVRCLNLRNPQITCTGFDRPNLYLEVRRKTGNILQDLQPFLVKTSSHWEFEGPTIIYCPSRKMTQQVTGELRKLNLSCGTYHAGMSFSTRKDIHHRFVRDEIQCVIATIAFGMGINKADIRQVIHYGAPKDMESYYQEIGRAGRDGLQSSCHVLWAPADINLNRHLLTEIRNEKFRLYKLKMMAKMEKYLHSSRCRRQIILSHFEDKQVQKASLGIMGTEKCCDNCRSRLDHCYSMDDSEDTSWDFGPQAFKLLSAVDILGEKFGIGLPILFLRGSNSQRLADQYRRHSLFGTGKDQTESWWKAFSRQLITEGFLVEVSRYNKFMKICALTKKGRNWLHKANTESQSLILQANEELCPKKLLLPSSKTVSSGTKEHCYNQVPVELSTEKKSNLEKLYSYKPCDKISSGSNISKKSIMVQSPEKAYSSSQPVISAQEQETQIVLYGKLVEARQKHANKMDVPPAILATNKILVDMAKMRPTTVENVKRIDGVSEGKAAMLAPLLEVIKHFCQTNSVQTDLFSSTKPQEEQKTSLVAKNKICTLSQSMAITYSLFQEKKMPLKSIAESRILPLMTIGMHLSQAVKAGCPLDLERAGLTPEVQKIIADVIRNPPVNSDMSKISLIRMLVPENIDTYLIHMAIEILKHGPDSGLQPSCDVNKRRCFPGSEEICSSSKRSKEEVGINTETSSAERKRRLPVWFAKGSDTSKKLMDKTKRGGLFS
#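 WRN at 20 nM final preincubated with compound 15 min at room temperature; reaction started with 100 nM fluorophore/quencher forked duplex oligonucleotide and 2 mM ATP final. Unwinding followed kinetically by red fluorescence (ex 525, em 598 nm).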
# Abeta yeast res: compounds reversing amyloid beta toxicity in yeast. 410,000 tested, 0.063% active. Potency, µM (series often up to 46.1 µM), for the others: top-dose growth rescue, actives largely listed as activators. yeast expressing A-beta42, growth rescue, OD600, 48 h; response scale: 0% DMSO, 100% iron-clioquinol control; also: potency is read from the fitted curve at half-maximal effect; nearly all actives have a fitted effect of over 55% in size
#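 Yeast growth medium received pinned compounds, then yeast cells expressing toxic A-beta were added; plates incubated at 30 C for 48 hr. Growth read as absorbance at 600 nm, normalized to DMSO and equimolar FeCl3 plus clioquinol controls.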
# EPAC1 agonist: agonists of human EPAC1 | O95398 | EPAC1 agonist qHTS, biochemical assay; response scale: 100% = response to 6.5 mM cAMP | Potency, µM (highest dose often 154 µM), for the others: at the top dose activation, usual class: activators | 360,000 tested, 0.073% active; also: potency is read from the fitted curve at half-maximal effect; nearly all actives have a fitted effect of over 60% in size
#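 Compounds were pinned as a concentration titration into mixtures of EPAC1 (100 nM), BODIPY-GDP-loaded Rap1B (250 nM) and GDP (50 uM). After 5 min at room temperature, fluorescence was followed for 30 min; activity was scaled to 6.5 mM cAMP.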
# IL2 activator: activates IL-2 in a cell-based reporter assay; IL-2 activation reporter assay, cell-based qHTS; stimulated with anti-CD3/CD4/CD28 beads; in transgenic mouse T cells; activation, % (series mostly up to about 46 µM); 360,000 tested, 0.065% active; AID 652025; in the data active = activation above about 50%; inconclusive = mostly about 30% to 49%; also: 0% is about no effect
#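 Unstimulated transgenic mouse T cells; 60-min compound exposure; bead-based TCR/CD4/CD28 stimulation; 18 h culture, 37 degrees C; dual fluorescence (EGFP, DsRed) plate cytometry.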
# Active calls of the source: *; ? = inconclusive; . = not tested or not shown; [ ] = remark or other dose. Unless noted, calls follow the shape of the dose curve; as a rule, active = well fitted curve in the direction sought with a large enough effect; inconclusive = small, poorly fitted or top-dose-only effect, or another doubt; inactive = no such curve, though single readings can be large; an effect the other way counts as inactive or inconclusive.
# A first look (3 entries):
SMILES,FUS yeast rescue,PI5P4K alpha inh,PLK1 PBD block,EPAC1 antag,WRN inhibitor,Abeta yeast res,EPAC1 agonist,IL2 activator
O=C(COc1ccccc1)NNC(=S)NC(=O)c1ccccc1,-20%,2,?,10%,-4%,?,4%,0.3
S=C(NN=C(c1ccccc1)c1ccccn1)N(Cc1ccccn1)Cc1ccccn1,.,?,?,-10%,-3%,3%,-4%,0.6
Cc1ccc(N(CC2CO2)S(=O)(=O)c2ccccc2[N+](=O)[O-])cc1 (stereo unspecified),-10%,-5,-4%,-19%,2%,-10%,4%,-1.1

# All compounds of this part, previewed entries included:
SMILES,FUS yeast rescue,PI5P4K alpha inh,PLK1 PBD block,EPAC1 antag,WRN inhibitor,Abeta yeast res,EPAC1 agonist,IL2 activator
O=C(COc1ccccc1)NNC(=S)NC(=O)c1ccccc1,-20%,2,?,10%,-4%,?,4%,0.3
S=C(NN=C(c1ccccc1)c1ccccn1)N(Cc1ccccn1)Cc1ccccn1,.,?,?,-10%,-3%,3%,-4%,0.6
Cc1ccc(N(CC2CO2)S(=O)(=O)c2ccccc2[N+](=O)[O-])cc1 (stereo unspecified),-10%,-5,-4%,-19%,2%,-10%,4%,-1.1
O=C(NCc1cccs1)c1cc(-c2ccccc2)on1,-8%,.,-7%,6%,2%,2%,5%,1.0
CS(=O)(=O)N1CCC(NC(=O)Nc2ccc(OC(F)(F)F)cc2)CC1,-11%,-2,-28%,-2%,-1%,1%,-6%,-0.7
Cc1cccc(N2CCN(C(=O)c3c(Cl)cnn3C)CC2)c1C,28%,0,3%,-9%,4%,17%,-14%,-1.2
NC1=NC2(CCN(Cc3ccccc3)CC2)n2c(nc3ccccc32)N1,22%,.,-5%,9%,14%,-2%,4%,3.2
Cc1ccc(S(=O)(=O)NCc2ccccc2)cc1C(=O)NC1CCCCC1,.,2,5%,-12%,-13%,2%,-15%,-1.3
CSc1cccc(N2CC(C(=O)NCCN3C(=O)S/C(=C\c4cccnc4)C3=O)CC2=O)c1 (stereo unspecified),12%,-1,-20%,5%,-4%,12%,5%,-0.9
COc1ccc(-c2nnc(SCC(=O)/C(C#N)=C(\C)N)o2)cc1,40%,.,-3%,9%,-19%,13%,7%,7.6
COc1ccc2c(c1)c(C(C)=O)c(C)n2C,-2%,5,-8%,-6%,3%,-5%,16%,4.0
COc1ccc(OC)c(/C=N/NC2=NS(=O)(=O)c3ccccc32)c1,-26%,9,-7%,2%,-5%,-1%,11%,0.2
Cc1nc([N+](=O)[O-])cn1CC(O)c1ccc(Cl)cc1 (stereo unspecified),-2%,-4,3%,2%,-11%,2%,13%,1.7
CN(CC(=O)Nc1cccc(F)c1)C(=O)c1ccc(-n2cncn2)c([N+](=O)[O-])c1,-1%,-5,-1%,-11%,0%,10%,-24%,-0.4
O=C(Nc1cccc(C(=O)N2CCOCC2)c1)c1ccccc1Br,.,1,7%,8%,-13%,13%,-6%,0.9
O=C(CCc1ccc(Oc2cc([N+](=O)[O-])cc([N+](=O)[O-])c2)cc1)N1CCCCCC1,38%,-11,-12%,-13%,-34%[57.1 µM],-39%[inhibitor],10%,-1.8
O=c1cc(CSc2n[nH]c(=O)n2C2CC2)c2ccc(O)cc2o1,1%,0,-8%,9%,-1%,11%,10%,-0.2
COC(=O)[C@@]1(Cc2ccc(F)cc2)[C@H]2c3cc(C(=O)N4CCCC4)n(Cc4cc(C)n(C)n4)c3C[C@H]2CN1C(=O)c1ccccc1,?,-2,-1%,-21%,-5%,-4%,-7%,-0.4
CC(=O)Nc1ccc(S(=O)(=O)Nn2cnnc2)cc1,17%,-1,-3%,3%,6%,-1%,8%,0.1
C[C@@H](NC(=O)c1nc[nH]c1C(=O)NCCCCCNC(=O)OC(C)(C)C)c1ccccc1,44%,-2,-1%,-15%,-9%,2%,-31%[inhibitor],-2.7
CC(C)c1ccc(NC(=O)C2CCN(S(=O)(=O)c3ccc4c(c3)C(C)(C)C(=O)N4C)CC2)cc1,1%,3,-7%,-17%,-7%,-15%,6%,-1.2
O=C1CC(c2ccco2)CC2=C1C=Nc1ccccc1N2 (stereo unspecified),?,-28,-8%,-3%,-22%,-6%,3%,-0.7
CCCCOC(=O)n1c(=O)oc2ccc(S(=O)(=O)N3CCCCC3)cc21,15%,-8,-8%,-10%,-24%,14%,2%,-2.1
Nc1c(-c2ccccc2)cnn1-c1cccc([N+](=O)[O-])c1,-3%,2,0%,-7%,-8%,-1%,14%,-3.5
Cc1ccc(CN2CCSc3ccc(C(=O)NCc4ccco4)cc32)cc1,14%,1,-9%,?,-16%,-12%,15%,-1.7
# (next part)
SMILES,FUS yeast rescue,PI5P4K alpha inh,PLK1 PBD block,EPAC1 antag,WRN inhibitor,Abeta yeast res,EPAC1 agonist,IL2 activator
COc1ccc(CCNC(=O)c2cc3c(=O)n4ccccc4nc3n(C3CCCCC3)c2=N)cc1,8%,5,-8%,10%,10%,-4%,14%,-3.2
Cc1ccc(C(=O)NCC(=O)N2CCCCCCC2)cc1,0%,-4,-21%,-13%,-9%,-11%,5%,0.4
Cc1cc(C)cc(OCC(=O)NNC(=O)c2ccccn2)c1,-4%,5,-11%,-18%,2%,?,2%,-0.6
CCCN(CC(=O)Nc1ccccc1C)C(=O)/C=C/c1ccc(OC)c(OC)c1,-25%,3,3%,1%,4%,-3%,-1%,-2.3
COc1ccc(CCNC(=O)c2nc(-c3cccs3)no2)cc1OC,9%,0,-3%,-23%,-28%[57.1 µM],-5%,0%,-2.3
CS(=O)(=O)N1CCC(C(=O)NCc2ccc(F)cc2Cl)CC1,16%,.,2%,20%,-12%,-13%,-6%,-0.9
Cc1ccc(C(=O)C2C(c3cccs3)NC(=O)NC2(O)C(F)(F)F)cc1 (stereo unspecified),14%,6,-3%,15%,5%,5%,1%,-1.2
NNC(=O)c1ccc(CSc2nc3ccccc3s2)cc1,?,4,-10%,0%,-7%,-8%,6%,-1.3
O=C(O)CNC(=O)c1ccc(NC(=O)/C(=C/c2ccccc2)NC(=O)c2ccccc2)cc1,22%,4,-10%,?,-6%,-16%,-4%,-0.1
Cc1ccc(S(=O)(=O)Nc2ccc(C(N)=O)cc2)cc1[N+](=O)[O-],-3%,?,15µM*,-3%,4%,-18%,5%,0.0
Cc1ccc(Sc2ccc(CO)cc2[N+](=O)[O-])cc1,-4%,3,-5%,-14%,-9%,7%,7%,-2.6
CC1(C(=O)Nc2ccc3ccccc3c2)CC1(Br)Br (stereo unspecified),0%,-8,-12%,-15%,?,-12%,7%,-1.3
O=C(NC1CCCC1)C(c1ccccc1F)N(C(=O)c1csnn1)c1ccccc1 (stereo unspecified),-6%,-11,1%,-2%,-2%,-1%,2%,2.0
COc1ccc(/C=N\NC(=O)CC(=O)Nc2cccc(Cl)c2)cc1OC,-2%,0,5%,1%,-7%,3%,-13%,0.1
CC(=O)C(C(C)=O)c1cc(NS(=O)(=O)c2ccccc2)ccc1NS(=O)(=O)c1ccccc1,38%,1,-18%,-15%,-8%[57.1 µM],-16%,1%,-0.8
C=CCn1c(O)c(N=Nc2ccccc2C)c2ccccc21,13%,0,-29%,9%,2%,17%,6%,-0.7
Cc1ccc2c(c1)-c1c(ssc1=S)C(C)(C)N2C(=O)CN1C(=O)c2ccccc2C1=O,13%,-7,-5%,-11%,5%,3%,3%,-1.2
Cc1ccc(NC(=O)c2ccc3c(c2)S(=O)(=O)c2ccccc2C3=O)cc1S(=O)(=O)N1CCOCC1,-10%,-10,-3%,4%,-1%,2%,-4%,-1.4
N#Cc1cc(N)ccc1-n1cccc1,-24%,-1,-3%,0%,1%,12%,10%,2.3
O=C(O)c1csc(Cc2ccccc2)n1,9%,2,-11%,-5%,-10%,3%,3%,-0.5
CC(=O)Nc1ccc(CN2C(=O)C(CCc3ccccc3)ON=C2c2cnccn2)cc1 (stereo unspecified),23%,5,4%,-6%,4%[57.1 µM],-5%,-5%,1.1
C#Cc1ccc([C@H]2C=C(C(=O)N3CCN(Cc4ccccc4)CC3)O[C@@H](OCc3ccc(CO)cc3)C2)cc1,25%,-23,-6%,-12%,-14%,-4%,1%,-0.7
Nc1c(Cl)c(Cl)nc(C(=O)OCC(=O)N2CCCC2=O)c1Cl,15%,-22,-14%,19%,-13%,-6%,3%,1.1
CC(=O)Nc1ccc(S(=O)(=O)Nc2c(NC3CCCCC3)c3ccccc3oc2=O)cc1,-13%,2,-5%,-3%,3%,-10%,4%,-0.5
CC(Oc1nc2c(c(=O)n(C)c(=O)n2C)n1C)C1CCCCC1 (stereo unspecified),.,-2,-7%,3%,2%,-27%,-7%,1.1
# Later entries.
SMILES,FUS yeast rescue,PI5P4K alpha inh,PLK1 PBD block,EPAC1 antag,WRN inhibitor,Abeta yeast res,EPAC1 agonist,IL2 activator
Cc1nc2ccccn2c1C(=O)N/N=C/c1ccccc1Cl,16%,4,4%,-1%,-3%,6%,7%,-3.1
CCOC(=O)C1=C(O)/C(=C/c2cn(CC(=O)NCC3CCCO3)c3ccccc23)SC1=Nc1ccc(C)cc1 (stereo unspecified),30%,0,?,1%,-14%,-3%,18%,10
CC(NC(=O)CSc1nc(=O)cc(N)n1CCc1ccccc1)c1ccccc1 (stereo unspecified),6%,3,-4%,9%,8%,-11%,-9%,-0.7
Clc1cccc(OCc2nc(-c3ccncc3)no2)c1,-12%,0,-2%,8%,6%,-11%,18%,-2.4
CCC/C(=N\NC(=O)C1CCCC1)c1ccccc1,-2%,1,2%,-3%,-4%,-7%,-12%,-2.5
CC(=O)Nc1ccc(S(=O)(=O)NC(=O)C23CC4CC(CC(C4)C2)C3)cc1,3%,-1,3%,12%,-3%,18%,4%,-0.7
COc1ccc(/C=C/C(=O)Nc2ccc3nc4n(c(=O)c3c2)CCCC4)cc1,-26%,-7,1%,-21%,-3%,3%,4%,0.1
Cn1c(C(C(=O)NCC2CCCO2)N(C(=O)Cn2nnc3ccccc32)C2CCCCC2)nc2ccccc21 (stereo unspecified),10%,.,-1%,-1%,1%,17%,-2%,0.7
CC(C)(C)c1ccc(C(=O)NCCC(=O)NNC(=O)COc2ccccc2F)cc1,9%,1,-2%,-5%,-9%,9%,-6%,-0.4
Cc1cccc(N2C(=O)CC(Sc3nccc(C)n3)C2=O)c1 (stereo unspecified),10%,6,-16%,-1%,-31%,26%,0%,-0.8
COc1ccc(NC(=O)C2c3ccccc3OCC(=O)N2CCc2ccccc2)cc1 (stereo unspecified),7%,-10,-2%,-1%,0%,1%,-13%,-0.2
